High-throughput results from PubChem.
PP1 inh: PP1-alpha phosphatase inhibitors, primary screen, counter-screen for PP5 inhibitor project, biochemical, fluorescence, OMFP substrate, single point; Serine/threonine-protein phosphatase PP1-alpha catalytic subunit (Homo sapiens), P62136; purified PP1alpha; inhibition, % at 6.7 µM; actives 0.9% (n = 320,000);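 active = inhibition above the mean inhibition of all tested compounds plus 3 SD, computed separately for each screening campaign, cut at about 15% in these data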
Target sequence (P62136 whole entry, looked up): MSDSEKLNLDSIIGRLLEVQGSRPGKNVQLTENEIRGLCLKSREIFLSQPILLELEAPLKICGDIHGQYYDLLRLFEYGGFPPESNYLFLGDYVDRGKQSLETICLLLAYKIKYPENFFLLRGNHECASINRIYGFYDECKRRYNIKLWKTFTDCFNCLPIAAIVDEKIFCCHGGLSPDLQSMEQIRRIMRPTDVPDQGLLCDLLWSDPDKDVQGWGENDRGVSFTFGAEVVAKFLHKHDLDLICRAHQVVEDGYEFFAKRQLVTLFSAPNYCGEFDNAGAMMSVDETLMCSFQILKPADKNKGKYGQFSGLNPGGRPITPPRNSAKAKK
Efflux pump mplx: inhibitors of Candida efflux pumps in yeast, primary screen, S. cerevisiae, Nile Red, multiplex; S. cerevisiae Candida pump triplex; actives 0.44% (n = 330,000); inhibition, % at 10 µM;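 active = plate passing quality check with inhibition over a set limit, or well fluorescence over plate mean plus 4 SD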;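 note: Nile Red retained in pooled yeast measured as flow cytometry median fluorescence; 0% = buffer negative control and 100% = Enniatin B positive control; higher means more Nile Red kept so more efflux inhibition; some compounds called inactive have numbers as strong as hits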
PREPL inhibitor: PREPL enzyme inhibitors, primary screen, biochemical, fluorescence polarization; Prolyl endopeptidase-like (Homo sapiens), Q4J6C6; recombinant PREPL, fluorescence polarization activity-based probe; inhibition, % at 5.96 µM; actives 0.68% (n = 320,000); AID 2751, 2010; in the data active = inhibition above about 43%;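 note: 0% = enzyme with DMSO and 100% = wells lacking enzyme; many of its hits are not listed in these tables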
TPT1 inh: Candida albicans TPT1 enzyme inhibitors, primary screen, biochemical, fluorescence polarization. AID 1962, 2009. inhibition, % at 5 µM. actives 0.81% (n = 300,000). recombinant caTPT1, FP RNA substrate dephosphorylation. tRNA 2'-phosphotransferase TPT1 (Candida albicans SC5314);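 active = inhibition above the mean of all tested compounds plus 3 SD, set per screening campaign, cut at about 24% in these data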;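 note: plate controls were DMSO alone for no effect and ferristatin control at 100 nM for full effect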
PP5 inh: PP5 phosphatase inhibitors, primary screen, biochemical, fluorescence; Serine/threonine-protein phosphatase 5 (Homo sapiens), P53041; purified PP5c, OMFP substrate fluorescence; inhibition, % at 6.7 µM; actives 0.18% (n = 320,000); AID 1987, 2009;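 active = inhibition above the campaign's mean inhibition across all tested compounds plus 3 SD, cut at about 9.5% in these data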;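 note: 0% = DMSO only and 100% = 100 µM cantharidin control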
CTSL1 counter: Fasciola hepatica cathepsin L1 inhibitors, primary screen, counter-screen for PFM18AAP inhibitor project, biochemical, QFRET, fluorogenic peptide substrate | inhibition, % at 5.96 µM | recombinant F. hepatica cathepsin L1, Z-Leu-Arg-MCA fluorescence | actives 0.49% (n = 300,000);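 active = inhibition above the mean of all tested compounds plus 3 SD, set per screening campaign, cut at about 17% in these data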;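 note: 0% = plate median of test compound wells and 100% = 1 µM Z-Phe-Ala-diazomethylketone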
JMJD2C inh: inhibitors of GASC-1 histone demethylase, primary screen, biochemical, fluorescence, DELFIA europium. GST-JMJD2C(1-420) H3K9me3 demethylation. inhibition, % at 2.35 µM. actives 0.069% (n = 330,000);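 active = more than half of a compound's replicate wells show inhibition beyond 50%, single wells judged on their own value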;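 note: signal counts dimethyl H3K9 product captured on neutravidin plate; 0% = median of DMSO wells and 100% = 0.3 times that DMSO median; strong numbers were not always called active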
Target sequence (Q9H3R0 1-420 limits assumed): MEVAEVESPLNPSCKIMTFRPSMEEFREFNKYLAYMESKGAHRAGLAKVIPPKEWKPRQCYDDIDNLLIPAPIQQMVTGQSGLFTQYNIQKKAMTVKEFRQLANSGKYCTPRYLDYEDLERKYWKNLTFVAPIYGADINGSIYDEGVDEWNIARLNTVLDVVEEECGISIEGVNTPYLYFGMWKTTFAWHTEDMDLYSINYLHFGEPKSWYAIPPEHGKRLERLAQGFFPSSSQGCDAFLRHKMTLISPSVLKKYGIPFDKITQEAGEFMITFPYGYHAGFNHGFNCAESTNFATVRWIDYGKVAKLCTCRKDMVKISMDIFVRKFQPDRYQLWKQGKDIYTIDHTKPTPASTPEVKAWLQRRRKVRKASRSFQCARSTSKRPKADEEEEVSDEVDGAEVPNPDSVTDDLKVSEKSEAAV
HCV core dimer: inhibitors of HCV core protein dimerization, primary screen, biochemical, TR-FRET, high-throughput; AID 1899, 2009; inhibition, % at 5 µM; TR-FRET GST/Flag-core106 dimerization, 1536-well; actives 0.33% (n = 300,000);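 active = inhibition above the mean of all tested compounds plus 3 SD, set per screening campaign, cut at about 45% in these data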
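Assay system: tagged HCV core106 pair (GST and Flag); medium: KF-containing HEPES buffer, pH 7.45, DTT, CHAPS, BSA; also added: Eu donor and XL665 acceptor anti-tag antibodies; dosing: 5 µM single dose; timing: compound-protein-antibody incubation 4 h at 22.5 °C; signal: TR-FRET 671 and 617 nm emission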
LYPLA2 counter: LYPLA2 inhibitors, primary screen, counter-screen for PME1 inhibitor project, biochemical, fluorescence polarization, FP-Rh probe ABPP. Acyl-protein thioesterase 2 (Homo sapiens), O95372. recombinant LYPLA2. inhibition, % at 5.9 µM. actives 0.38% (n = 320,000);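 active = inhibition above the screen-wide mean plus 3 SD, limit set per campaign, cut at about 26% in these data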;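 note: 0% = LYPLA2 with DMSO and 100% = wells lacking LYPLA2 enzyme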
Target sequence (O95372 whole entry, looked up): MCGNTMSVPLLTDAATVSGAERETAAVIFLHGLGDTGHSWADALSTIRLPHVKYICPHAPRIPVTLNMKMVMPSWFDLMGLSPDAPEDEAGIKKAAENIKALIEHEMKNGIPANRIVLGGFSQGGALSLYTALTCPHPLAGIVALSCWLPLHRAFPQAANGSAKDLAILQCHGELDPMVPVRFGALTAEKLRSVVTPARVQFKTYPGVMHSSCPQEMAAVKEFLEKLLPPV
An asterisk follows results filed as active; . = not tested or not shown; & = joins results of further samples. Only part of the results is shown; rates above refer to the full screens.

SMILES	PP1 inh	Efflux pump mplx	PREPL inhibitor	TPT1 inh	PP5 inh	CTSL1 counter	JMJD2C inh	HCV core dimer	LYPLA2 counter
C=CCn1c(=O)c2c3c(sc2n2c(Nc4ccc(OC)cc4)nnc12)CCCC3	8	-0.1	26	-7	3.4	0	0	23	-2
Cc1ccc2cc(CCNC(=O)c3ccc(S(=O)(=O)N4CCOCC4)cc3)c(=O)[nH]c2c1C	-2	-0.1	2	-1	0.3	2	-1	0	4
Cc1cc(N2C(=O)CC(N3CCN(C(c4ccccc4)c4ccccc4)CC3)C2=O)no1 (stereo not given)	-2	-0.1	-5	-6	2.6	3	3	5	-1
CCCOc1ccc(NCC(=O)Nc2ccc(C)cc2C)cc1	3	0.3	14	1	0.2	2	2	2	0
CCOC(=O)c1cc2c(nc1C)-c1cc(Cl)cc(Cl)c1OC2O (stereo not given)	-4	-0.1	10	2	-1.6	5	-2	8	0
CCCN(CCC)CCCNC(=O)c1cc2c(-c3ccc(OC)c(OC)c3)nn(C)c2s1	-3	-0.1	33	4	-1.7	5	4	2	-4
COc1ccc(CCNC(=O)C2(C)CCC(=O)N2CCC(C)C)cc1OC (stereo not given)	-4	-0.1	22	-2	-0.6	3	-1	-9	2
CC(=O)N1c2ccc(S(=O)(=O)N(C)CC(=O)Nc3ccccc3C)cc2CC1C (stereo not given)	0	0.0	13	2	1.4	3	-2	-8	11
CCc1ccc(-c2cc(C(=O)NCCCn3ccnc3)c3ccccc3n2)s1	-2	-0.3	-5	16	1.5	0	-24	-5	-4
CCC(=O)N1CCC(C(N)=O)(N2CCCCC2)CC1	-3	0.0	-8	2	-1.4	1	2	1	4

Looked up by structure from above, four records:
SMILES	PP1 inh	Efflux pump mplx	PREPL inhibitor	TPT1 inh	PP5 inh	CTSL1 counter	JMJD2C inh	HCV core dimer	LYPLA2 counter
CCc1ccc(-c2cc(C(=O)NCCCn3ccnc3)c3ccccc3n2)s1	-2	-0.3	-5	16	1.5	0	-24	-5	-4
CC(=O)N1c2ccc(S(=O)(=O)N(C)CC(=O)Nc3ccccc3C)cc2CC1C (stereo not given)	0	0.0	13	2	1.4	3	-2	-8	11
CCCN(CCC)CCCNC(=O)c1cc2c(-c3ccc(OC)c(OC)c3)nn(C)c2s1	-3	-0.1	33	4	-1.7	5	4	2	-4
COc1ccc(CCNC(=O)C2(C)CCC(=O)N2CCC(C)C)cc1OC (stereo not given)	-4	-0.1	22	-2	-0.6	3	-1	-9	2

The results go on.
SMILES	PP1 inh	Efflux pump mplx	PREPL inhibitor	TPT1 inh	PP5 inh	CTSL1 counter	JMJD2C inh	HCV core dimer	LYPLA2 counter
COc1ccccc1CNC(=O)C(=O)NCC1OCCN1S(=O)(=O)c1cccs1 (stereo not given)	-1	-0.1	4	0	-2.0	-1	0	4	0
CCOCCCNS(=O)(=O)c1ccc2c(c1)oc(=O)n2CC(=O)OCC	-2	0.0	0	-1	-2.1	-1	14	4	-1
OCc1nc2ccccc2n1C/C=C/c1ccccc1	1	0.0	-14	-1	1.4	-2	4	1	2
Cn1cccc1Cc1nnc(SCC(=O)N2CCCCCC2)n1-c1ccc(F)cc1	1	-0.2	15	-1	-0.4	2	-2	0	-1
Cc1cc(C)cc(N(CC(=O)Nc2c(C)n(C)n(-c3ccccc3)c2=O)S(C)(=O)=O)c1	-1	-0.1	-11	0	0.1	-1	3	-14	0
Cc1cc(C)nc(N2CCC(C(=O)NNC(=O)Cc3ccccc3)CC2)n1	-2	0.0	-14	-4	0.9	-2	1	-1	2
CCC1=NN(C(=O)C(=O)Nc2ccccc2OC)C(O)(C(F)(F)F)C1 (stereo not given)	-2	0.1	-1	1	2.5	1	-1	5	1
O=S(=O)(NCCSc1nnnn1-c1ccccc1)c1cccs1	0	-0.1	-8	-3	1.2	5	7	-1	-1
CCCCOC(=O)c1sc2nc(C)cc(C)c2c1N	-1	0.0	4	4	1.5	2	2	-2	1
CCN(CC)S(=O)(=O)c1ccc2c(c1)c(=O)c(C(=O)N1CCN(c3ccccc3)CC1)cn2C	-4	-0.2	3	-3	-4.7	1	-26	5	5
NS(=O)(=O)c1ccc(CCNC(=O)COC(=O)CCc2ccccc2)cc1	-4	0.0	-9	3	-4.5	-8	-5	0	4
c1ccc(-n2ncc3c(N4CCCCC4)ncnc32)cc1	-2	0.2	11	-4	1.0	-1	19	-4	1
COc1ccccc1N1CCN(Cc2nc(N)nc(Nc3ccccc3)n2)CC1	1	0.0	2	-5	0.1	4	-5	-5	-4
CCOC(=O)C1CCN(C(=O)CSc2ccccc2)CC1	0	0.0	-2	0	2.9	0	8	2	1
COc1cccc(CN2CC(C(=O)NCCOc3ccccc3)CCC2=O)c1 (stereo not given)	-3	0.0	-6	1	-1.2	0	9	0	-4
O=C(O)/C=C/c1cccc(NC(=O)c2ccccc2)c1	0	0.0	-9	1	1.2	-2	2	-2	-5
C[C@H](NC(=O)[C@@H]1CSC2c3ccccc3C(=O)N21)C(=O)NC1CCCCC1 (stereo not given in full)	-3	0.2	14	1	-0.2	-1	2	-4	-8
CCCCc1n[nH]c2c1/C(=N/OCC)CC(C)(C)C2	3	0.1	-3	2	6.0	2	4	-1	-4
C=CCSc1nnc(NC(=O)c2cccc(S(=O)(=O)N3CCOCC3)c2)s1	1	-0.1	8	-1	2.0	0	.	-2	8
COC(=O)Cn1c(=NC(=O)c2ccc(Cl)s2)sc2cc(F)ccc21	-1	0.3	7	-2	4.5	-1	-9	-65	2
COC(=O)c1ccc(NC(=O)CSCC(=O)OCC(=O)c2ccc(Br)cc2)cc1	4	-0.2	-9	-1	-2.2	4	-1	-1	-3
COc1ccc(CCNC(=O)c2ccc(CNc3c(N4CCOCC4)c(=O)c3=O)cc2)cc1OC	0	0.1	4	4	0.9	3	3&-1	-5	4
O=C(CSc1nc2scc(-c3ccccc3)c2c(=O)[nH]1)N1CCCCC1	-1	-0.1	1	9	1.6	-4	-21	10	-4
Cc1ccc(-c2c(C(=O)O)c3ccccc3[nH]c2=O)cc1	-2	0.0	8	0	1.6	-1	-1	-4	-4
CC(=O)/C(C#N)=C1\NC(=O)C(Cc2ccc(C)c(Cl)c2)S1 (stereo not given)	4	-0.2	-4	4	0.3	8	0	5	3
COc1ccccc1NC(=O)Cc1nnc(SCC(=O)Nc2nccs2)n1C	0	0.1	-2	1	0.2	2	14	0	3
O=C1C2C3C=CC(C3)C2C(=O)N1/N=C/c1cn(Cc2ccc(F)cc2)c2ccccc12 (stereo not given)	-1	0.1	-30	-1	1.5	-1	-28	9	10
Cc1ccc(CNC(=O)CS(=O)Cc2nc(-c3ccccc3C)oc2C)cc1 (stereo not given)	6	-0.1	1	-3	0.4	-7	5	-3	2
C/C(=N/OC(=O)C1CC1c1ccccc1)c1ccccc1 (stereo not given)	-2	0.0	-3	2	0.7	-7	7	1	4
COCCNC(=O)c1c[nH]c2ccc(S(=O)(=O)Nc3ccc(F)cc3F)cc2c1=O	3	0.1	2	1	0.0	-10	17	1	-5
CCN1/C(=C\C=C2\C(=O)N(C)C(=S)N2C)Sc2ccccc21	0	0.0	-15	47*	0.4	-2	4	-20	-32
Cn1c(=O)c2cc(S(=O)(=O)NCCC(=O)Nc3ccc(F)cc3F)ccc2n(C)c1=O	-1	0.0	9	-5	0.0	2	3	-7	6
Cc1ccccc1CNS(=O)(=O)c1ccc2c(c1)OCCO2	-1	-0.1	1	-3	0.5	-2	12	-5	13
C=CCN1C(=O)c2ccc(C(=O)N3CCN(S(=O)(=O)c4cccc(F)c4)CC3)cc2C1=O	-7	0.1	4	-1	0.9	-1	-2	-2	5
O=C(CN1C(=O)NC2(CCCCC2)C1=O)Nc1cccc(S(=O)(=O)N2CCOCC2)c1	0	0.1	21	-6	1.4	-3	-9	-4	7
COC(=O)CCCNC(=O)CC1C(=O)NCCN1Cc1ccoc1 (stereo not given)	-3	0.1	10	-2	3.5	-2	2	-6	0
Cc1c(C(=O)Nc2ccc3c(c2)OCO3)oc2ccccc12	2	-0.1	14	-2	1.2	0	4	4	-8
NC(=S)N/N=C/c1coc2cc(Cl)ccc2c1=O	1	0.3	-4	2	3.6	1	11	13	5
CC(=O)c1c(C(C)=O)c(C)n(NC(=O)c2ccccc2Cl)c1C	0	0.0	-2	-2	0.3	-1	3	0	7
CC1CC(OC(=O)C(O)c2ccccc2)CC(C)(C)N1C (stereo not given)	5	0.0	1	-1	0.4	-9	16	6	3
Cc1nc2ccc(N=NC3=C(O)CC(C)(C)CC3=O)cc2s1	-3	0.1	7	4	2.1	1	7	0	4
COc1ccc(-n2nc(C(=O)NCC(=O)NCC3CCCO3)c3ccccc3c2=O)cc1Cl (stereo not given)	-2	0.0	1	4	0.0	2	1	2	13
CCCS/C(N)=N/N=C/c1ccccc1O	3	0.1	-11	1	4.4	0	4	-4	5
Cc1cccc2cc(CN(Cc3ccco3)C(=O)Nc3cccc(C#N)c3)c(Cl)nc12	3	0.0	-27	-1	3.8	-3	9	12	-21
CCCC(C)NC(=O)COC(=O)c1cc(Br)c(Br)s1 (stereo not given)	5	-0.1	10	-4	-1.6	-3	-7	0	6
CCCCCCCCCCS(=O)(=O)N/N=C/c1ccc(O)cc1	1	-0.3	6	-4	1.3	3	11	5	-2
CC(=O)N1c2ccc(S(=O)(=O)N3CCC(C(=O)NC4CCC(C)CC4)CC3)cc2CC1C (stereo not given)	0	-0.1	0	1	-0.6	-2	-4	-10	-8
COc1ccc(C(=O)C[n+]2ccc(N(C)C)cc2)cc1	-4	0.1	-3	-4	-1.5	8	-1	0	0
Cn1nnnc1NCc1ccccc1F	-4	0.0	-1	2	1.8	-2	-6	3	4
CCN1CCCC1CNC(=O)c1cc(OC)c(OC)c(OC)c1 (stereo not given)	-4	0.1	9	2	0.5	-6	-3	-3	10
More structures.
SMILES	PP1 inh	Efflux pump mplx	PREPL inhibitor	TPT1 inh	PP5 inh	CTSL1 counter	JMJD2C inh	HCV core dimer	LYPLA2 counter
COC(=O)c1sccc1NC(=O)CSc1ccccc1NS(=O)(=O)c1ccccc1Cl	6	0.1	-12	4	1.0	0	-2	34	-9
CC(C)c1ccc(S(=O)(=O)N2CCN(C(=O)CN3C(=O)NC4(CCCCC4)C3=O)CC2)cc1	-6	0.3	4	1	-1.6	1	7	-3	2
Cc1cc(C)cc(NC(=O)N2CCCCCCC2)c1	-3	0.5	21	5	1.9	-4	-1	0	-3
O=C(Nc1ccc(NC(=O)c2ccco2)nc1)c1cccc(F)c1	1	-0.1	-1	-4	-0.3	-1	-1	4	10
O=C(Nc1cccc(NC(=O)c2ccc([N+](=O)[O-])o2)c1)c1ccco1	1	0.2	6	0	3.1	8	-6	6	-2
O=c1c2c(nc3nc(Cc4ccccc4)[nH]n13)CCC2	-1	-0.1	-2	-2	-0.6	-4	-2	2	5
Cc1ccc(NC(=O)CCC(=O)OCC(=O)c2ccc(-c3ccccc3)cc2)cc1	29*	-0.1	-18	0	-0.6	-13	11	15	-19
